sEH activator = soluble epoxide hydrolase (human) activation; P34913; purified human sEH enzymatic activity, activator screen; activation, % at 2 µM; 91,000 compounds, 0.04% hits; AID 717; in the data active means activation above about 37%; further: values of inactives mirror those of a sister screen read the other way
Target sequence (P34913 whole entry, looked up): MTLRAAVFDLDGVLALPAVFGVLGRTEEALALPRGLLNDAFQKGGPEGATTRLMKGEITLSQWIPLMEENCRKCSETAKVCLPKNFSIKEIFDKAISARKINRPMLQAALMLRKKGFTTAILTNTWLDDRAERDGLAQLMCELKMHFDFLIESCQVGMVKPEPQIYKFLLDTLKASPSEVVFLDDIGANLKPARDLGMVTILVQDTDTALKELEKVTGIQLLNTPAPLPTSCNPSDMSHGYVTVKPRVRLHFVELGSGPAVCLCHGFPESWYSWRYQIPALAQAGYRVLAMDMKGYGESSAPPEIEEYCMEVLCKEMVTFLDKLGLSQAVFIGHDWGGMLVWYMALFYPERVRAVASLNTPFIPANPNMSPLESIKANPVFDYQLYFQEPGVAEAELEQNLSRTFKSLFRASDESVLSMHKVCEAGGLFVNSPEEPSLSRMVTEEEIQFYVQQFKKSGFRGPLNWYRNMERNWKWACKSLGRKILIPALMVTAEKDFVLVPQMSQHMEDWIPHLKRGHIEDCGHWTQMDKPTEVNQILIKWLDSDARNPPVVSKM
* marks the source's active call; other numbers are inactive results. This is a subset. The share of hits here may be higher or lower than overall.

For FC(F)(F)c1cnc(Sc2nnc(-c3cccs3)n2CC2CCCO2)c(Cl)c1 (configuration not stated) the results were sEH activator 4.3.
For Cc1cccc2cc(CN(Cc3ccccc3)C(=O)c3cccc(F)c3)c(Cl)nc12 the results were sEH activator -9.0.
For CN(c1ccccc1)S(=O)(=O)c1ccc(NC(=S)NC(=O)c2ccccc2)cc1 the results were sEH activator -4.2.
Screening O=C1CC(c2ccccc2)CC(O)=C1C=NCc1ccc(Cl)cc1 (configuration not stated) returned sEH activator 3.0.
For CC(=O)OCc1c(C(F)(F)F)nn(C)c1Oc1cccc(C(F)(F)F)c1 the results were sEH activator -2.4.
`Cc1ccc(S(=O)(=O)N2CCC(=O)N2)cc1` gave sEH activator -3.6.
`O=C(Cc1ccccc1)NC(=S)Nc1cc(C(F)(F)F)ccc1Cl` gave sEH activator -8.8.
For CCOC(=O)c1sc(NC(=O)CCN2CC(C)OC(C)C2)c(C(=O)OCC)c1C (configuration not stated) the results were sEH activator 0.6.
`Cc1cccc(-c2cc3nc4c(c(NCc5ccco5)n3n2)CCCC4)c1` gave sEH activator -8.5.
For O=[N+]([O-])c1ccc(N2CCOCC2)nc1 the results were sEH activator 14.3.
`Cn1c(-n2c(-c3ccco3)nc3ccccc3c2=O)nc2ccccc21` gave sEH activator -7.7.
`COc1cc(/C=N/NC(=O)COc2ccc(Cl)cc2)ccc1OS(=O)(=O)c1ccc(C)cc1` gave sEH activator 10.3.
For Cc1c(NC(=O)Nc2ccccc2Cl)sc(=S)n1C the results were sEH activator -6.2.
Screening CC1(C)Cc2c(sc(/N=C/N3CCOCC3)c2C#N)C(C)(C)N1 returned sEH activator 0.5.
For COc1ccc(CNC(=O)COC(=O)c2cc(-c3ccc(Cl)s3)nc3ccccc23)cc1 the results were sEH activator 3.5.
For CCOC(=O)/C(C#N)=C\c1ccc(OCC(=O)Nc2ccc(C)cc2C)c(OC)c1 the results were sEH activator -7.3.
For Cc1cc(NC(=O)Nc2cccs2)no1 the results were sEH activator -5.5.
For Cc1cc(C)n(CNc2nc(C(F)(F)F)cs2)n1 the results were sEH activator -15.4.
Screening COc1ccc(NCCC#N)cc1 returned sEH activator 0.8.
`COc1ccc(-c2[nH]ncc2/C=N\NS(=O)(=O)c2ccccc2)cc1OC` gave sEH activator 1.0.
Screening CC(C)(C)S(=O)(=O)c1cnc2c(-c3ccc(F)cc3)cnn2c1N returned sEH activator -0.8.
NS(=O)(=O)c1ccc(CCNC(=O)c2ccc(S(=O)(=O)N3CCCCC3)cc2)cc1 was read as sEH activator -5.1.
For O=S(=O)(Cc1ccccc1Cl)N1CCN(Cc2ccc3c(c2)OCO3)CC1 the results were sEH activator -2.2.
For Cc1ccc(NC(=S)NCCC(c2ccccc2)c2ccccc2)c(C)c1 the results were sEH activator -58.5.
COc1ccc(C2C(C#N)=C(N)Oc3c2sc2nc(C)cc(C)c32)cc1 (configuration not stated) was read as sEH activator 13.8.
`Cc1[nH]ccc(=O)c1OCc1ccccc1` gave sEH activator -3.4.
`Cc1cccc(C(=O)NC(NCc2ccco2)C(Cl)(Cl)Cl)c1` (configuration not stated) gave sEH activator -14.1.
Screening O=C(C(=O)N1CCCc2ccccc21)c1c[nH]c2ccccc12 returned sEH activator 6.1.
For CCOc1ccc(CN(CCO)CCO)cc1[N+](=O)[O-] the results were sEH activator -0.6.
O=C(CS(=O)(=O)c1cccc(C(F)(F)F)c1)Nc1ccccc1Cl was read as sEH activator 4.7.
For CCOc1ccc(C(=O)CN2CCN(S(=O)(=O)c3ccc(Br)cc3)CC2)cc1 the results were sEH activator -2.1.
C/C(CC(=O)Nc1ccc(Cl)cc1Cl)=N\NC(N)=S was read as sEH activator -2.4.
For COCCn1c(=S)[nH]c2cc(C(=O)NC(C)C)ccc2c1=O the results were sEH activator -7.1.
For COCCn1c(SCC(=O)Nc2nnc(C)s2)nnc1-c1cc2ccccc2cc1O the results were sEH activator 0.7.
CCc1nnc(NC(=O)CSc2nc3cc4c(cc3cc2CC)OCCO4)s1 was read as sEH activator -3.9.
COc1ccc(OCC(=O)NC(=S)N2CCCc3ccccc32)cc1 was read as sEH activator 2.2.
CCOC(=O)c1c(N)nn(C(=O)CC)c1-c1ccccc1 was read as sEH activator 2.6.
Screening S=C(Nc1ccccc1)Nc1cc(Cl)ccc1Oc1ccccc1 returned sEH activator 3.7.
COc1ccc(NC(=S)NCCSc2ccc(Cl)cc2)c(OC)c1 was read as sEH activator 7.5.
Screening CC(C)(C)NS(=O)(=O)c1ccc(Oc2ncc(C(F)(F)F)cc2Cl)cc1 returned sEH activator -5.1.
CCC(Sc1nc(-c2ccccc2)c(C#N)c(=O)[nH]1)C(=O)Nc1nnc(C)s1 (configuration not stated) was read as sEH activator 10.4.
For CCOC(=O)c1noc(C)c1C(=O)Nc1cccc(F)c1 the results were sEH activator -8.2.
`Nc1nc(=S)[nH]c2c1C1(CCCC1)Cc1ccccc1-2` gave sEH activator -5.4.
For CCOC(=O)N1CCN(c2c(NCCCN3CCCC(C)C3)c(=O)c2=O)CC1 (configuration not stated) the results were sEH activator 7.0.
O=c1ccn(-c2cccc(C(F)(F)F)c2)nc1-c1ccn(-c2cccc(Cl)c2)n1 was read as sEH activator -2.6.
`N=c1oc2ccccc2cc1C(=O)N/N=C/c1ccccc1` gave sEH activator -8.7.
For CCOc1ccc(NCc2cc3c(C(C)(C)C)nn(-c4ccccc4)c3[nH]c2=O)cc1 the results were sEH activator -4.0.
CC1=Nc2cccc3cccc(c23)N1 was read as sEH activator 2.3.
`Cc1cc(NC(=O)c2cc(-c3ccco3)on2)no1` gave sEH activator 19.5.
Screening N#Cc1c(-c2ccccc2)ccn(Cc2ccccc2Cl)c1=O returned sEH activator 1.1.
For Nc1scc2c(C(=O)N/N=C/c3ccc(Cl)cc3)nn(-c3ccccc3)c(=O)c12 the results were sEH activator -8.9.
For O=C(N1CCOCC1)N1c2ccccc2Sc2ccccc21 the results were sEH activator -18.9.
O=C(Nc1nccs1)c1ccc(-c2ccccc2Cl)o1 was read as sEH activator -18.9.
`O=C(Nc1ccccc1Cl)c1cc(S(=O)(=O)N2CCCCC2)ccc1N1CCOCC1` gave sEH activator -9.0.
Screening CCN1C(=O)/C(=C/c2cc(C)n(C)c2C)SC1=Nc1ccc(OC)cc1 returned sEH activator -7.3.
For CCOC(=O)c1sc(/N=C/c2c(C)[nH]n(-c3ccccc3)c2=O)c(C#N)c1C the results were sEH activator 6.8.
For COc1ccc(C(=O)OC(C(=O)c2ccc(C)cc2)c2ccccc2)cc1 (configuration not stated) the results were sEH activator -2.4.
For COc1ccc(NC(=O)C(=O)NCCN2CCN(C(=O)C(c3ccccc3)c3ccccc3)CC2)cc1 the results were sEH activator -16.9.
`COc1ccc(OCCSc2nnc(CCNC(=O)c3ccc(OC)cc3)n2C)cc1` gave sEH activator 3.0.
COc1ccc(S(=O)(=O)N(CC(=O)N2CCCC2)Cc2ccccc2)cc1 was read as sEH activator -8.9.
`Cc1cccc(CN2C(=O)N/C(=C/c3cc(C)n(-c4ccccn4)c3C)C2=O)c1` gave sEH activator -1.7.
Cc1ccc(NC(=S)N2CCC(c3nc4ccccc4s3)CC2)cc1C was read as sEH activator 13.4.
Screening CCOc1c2ccc(C(=O)NCCCCc3ccccc3)cc2nn1C returned sEH activator 2.8.
For O=S(=O)(c1ccc(Cl)c(Cl)c1)N1CCc2nc3ccccc3n2CC1 the results were sEH activator 5.0.
O=C(COC(=O)C1CC1)NCc1ccccc1Cl was read as sEH activator 7.0.
`Fc1ccc(-c2cn3cc(C(F)(F)F)cc(Cl)c3n2)cc1` gave sEH activator 0.9.
For O=C(N/N=C/c1ccc(Br)o1)/C(=C/c1ccc([N+](=O)[O-])cc1)NC(=O)c1ccccc1 the results were sEH activator 2.7.
CN(C)C(CNC(=O)c1cccc(S(=O)(=O)N(C)C)c1)c1ccccc1 (configuration not stated) was read as sEH activator -7.8.
Screening Cc1ccccc1-n1c(=O)c2ccccc2n2nnnc12 returned sEH activator -4.8.
Screening O=C(N/N=C/c1cccs1)c1ccccn1 returned sEH activator 2.7.
For Cc1ccc(O)c(C(=O)c2coc(=N)c(C(=O)NC(C)C)c2)c1 the results were sEH activator 5.2.
`CCOc1ccc(C(=O)N2CCCN(C(=O)c3ccc(OCC)cc3)CC2)cc1` gave sEH activator 6.4.
For Cc1ccc(NC(=O)c2cccc3c2-c2ccccc2C3=O)cc1C the results were sEH activator 15.7.
`C=CCOc1c2ccc(C(=O)NCc3ccccc3OC)cc2nn1C` gave sEH activator -13.1.
Cc1nc2cc(-c3sccc3-n3cccc3)nn2c(C)c1C was read as sEH activator 10.0.
`O=C(NNC(=O)C1CC1c1ccccc1)Nc1cccc(Cl)c1` (configuration not stated) gave sEH activator -7.4.
Screening C=CCCC(=O)Nc1nc(C)c(-c2csc(Nc3cccc(OC)c3)n2)s1 returned sEH activator -16.5.
CCc1cc(/C(Cc2ccc3ccccc3n2)=N\O)c(O)cc1O was read as sEH activator -12.7.
`CCN1C(=O)/C(=C/c2cccs2)SC1=Nc1ccc(OC)cc1` gave sEH activator 1.7.
`Nc1cc2nsnc2cc1Br` gave sEH activator -3.4.

Nothing new here: entries from further up.
For COc1ccc(NC(=O)C(=O)NCCN2CCN(C(=O)C(c3ccccc3)c3ccccc3)CC2)cc1 the results were sEH activator -16.9.
`COc1ccc(OCCSc2nnc(CCNC(=O)c3ccc(OC)cc3)n2C)cc1` gave sEH activator 3.0.
COc1ccc(S(=O)(=O)N(CC(=O)N2CCCC2)Cc2ccccc2)cc1 was read as sEH activator -8.9.
`Cc1cccc(CN2C(=O)N/C(=C/c3cc(C)n(-c4ccccn4)c3C)C2=O)c1` gave sEH activator -1.7.
Cc1ccc(NC(=S)N2CCC(c3nc4ccccc4s3)CC2)cc1C was read as sEH activator 13.4.
Screening CCOc1c2ccc(C(=O)NCCCCc3ccccc3)cc2nn1C returned sEH activator 2.8.
For O=S(=O)(c1ccc(Cl)c(Cl)c1)N1CCc2nc3ccccc3n2CC1 the results were sEH activator 5.0.
O=C(COC(=O)C1CC1)NCc1ccccc1Cl was read as sEH activator 7.0.
`Fc1ccc(-c2cn3cc(C(F)(F)F)cc(Cl)c3n2)cc1` gave sEH activator 0.9.
For O=C(N/N=C/c1ccc(Br)o1)/C(=C/c1ccc([N+](=O)[O-])cc1)NC(=O)c1ccccc1 the results were sEH activator 2.7.
CN(C)C(CNC(=O)c1cccc(S(=O)(=O)N(C)C)c1)c1ccccc1 (configuration not stated) was read as sEH activator -7.8.
Screening Cc1ccccc1-n1c(=O)c2ccccc2n2nnnc12 returned sEH activator -4.8.
Screening O=C(N/N=C/c1cccs1)c1ccccn1 returned sEH activator 2.7.
For Cc1ccc(O)c(C(=O)c2coc(=N)c(C(=O)NC(C)C)c2)c1 the results were sEH activator 5.2.
`CCOc1ccc(C(=O)N2CCCN(C(=O)c3ccc(OCC)cc3)CC2)cc1` gave sEH activator 6.4.
For Cc1ccc(NC(=O)c2cccc3c2-c2ccccc2C3=O)cc1C the results were sEH activator 15.7.
`C=CCOc1c2ccc(C(=O)NCc3ccccc3OC)cc2nn1C` gave sEH activator -13.1.
Cc1nc2cc(-c3sccc3-n3cccc3)nn2c(C)c1C was read as sEH activator 10.0.
`O=C(NNC(=O)C1CC1c1ccccc1)Nc1cccc(Cl)c1` (configuration not stated) gave sEH activator -7.4.
Screening C=CCCC(=O)Nc1nc(C)c(-c2csc(Nc3cccc(OC)c3)n2)s1 returned sEH activator -16.5.
CCc1cc(/C(Cc2ccc3ccccc3n2)=N\O)c(O)cc1O was read as sEH activator -12.7.
`CCN1C(=O)/C(=C/c2cccs2)SC1=Nc1ccc(OC)cc1` gave sEH activator 1.7.
`Nc1cc2nsnc2cc1Br` gave sEH activator -3.4.

Additional compounds follow.
Screening C=CCn1c(O)c(C=Nc2ccc(Cc3ccncc3)cc2)c(=O)[nH]c1=S returned sEH activator 0.0.
For CC(C)Cn1c(SCc2nc3ccccc3c(=O)[nH]2)nc2ccccc2c1=O the results were sEH activator -7.9.
CCOc1cc(/C=C2\N=C(SCC)SC2=O)cc([N+](=O)[O-])c1OC(C)=O was read as sEH activator 2.5.
For COc1ccc2cc(C#N)c(SCC(=O)NNC(=O)Cc3ccccc3)nc2c1 the results were sEH activator 1.6.
Screening Cc1cc(=O)[nH]c(Sc2c(-c3ccccc3)c3ccccc3[nH]c2=O)n1 returned sEH activator 2.5.
Screening COc1ccc(Oc2nc3ccccc3n3cccc23)cc1 returned sEH activator 10.9.
`O=C(c1ccc([N+](=O)[O-])cc1)N(C1=NCCCCS1)c1ccccc1` gave sEH activator 2.4.
CC(C)c1cc(C(N)=O)c(NC(=O)c2cccc(COc3ccc(Cl)cc3)c2)s1 was read as sEH activator 3.4.
`CCN1CCCC1CNC(=O)C(=O)Nc1ccccc1OC` (configuration not stated) gave sEH activator -3.7.
For CCCn1nnnc1-c1cc(Cl)cc(Cl)c1 the results were sEH activator -1.5.
`O=C1Nc2ccccc2C(=O)C1(Cl)Cc1ccccc1` (configuration not stated) gave sEH activator 6.6.
For CSc1nc2sc(-c3ccccc3)cc2c(=O)n1N the results were sEH activator -4.6.
Screening O=C(c1cccc(-c2ccc(O)cc2)c1)N1CCOCC1 returned sEH activator 0.3.
COCC(C)NC(=O)c1ccc(-n2nc(C(F)(F)F)cc2-c2cccs2)cc1 (configuration not stated) was read as sEH activator 3.4.
For COc1ccc2nc(SCC(=O)Nc3ccc4sc(C)nc4c3)c(C#N)cc2c1 the results were sEH activator -36.8.
O=C(NCc1ccc(Cl)cc1)C1=Cc2cc(Cl)ccc2OC1 was read as sEH activator -8.7.
`O=C(N/N=C/c1ccncc1)c1nc(-c2ccccc2)n2c1CCCCC2` gave sEH activator 0.6.
Screening CCNC(=S)N/N=C/c1ccco1 returned sEH activator -6.2.
CCOc1cccc(-c2nc(C(N)=O)c3[nH]c(=O)n(-c4cccc(Cl)c4)c3n2)c1O was read as sEH activator 8.0.
O=c1c2ccccc2nc(-c2ccc(Br)cc2)n1Cc1ccccc1 was read as sEH activator 4.6.
`COc1ccccc1Nc1nc(-c2sc(NC(=O)c3cccc(Cl)c3)nc2C)cs1` gave sEH activator -34.3.
CCN(CC)S(=O)(=O)c1ccc(N2CCCCC2)c(C(=O)Nc2ccccc2N2CCOCC2)c1 was read as sEH activator 9.9.
Screening CC(C)(C)c1ccc(-c2nc(C=O)c3ccccn23)cc1 returned sEH activator -7.0.
COc1cccc(C2Nc3cc(Cl)c(S(N)(=O)=O)cc3S(=O)(=O)N2)c1 (configuration not stated) was read as sEH activator 11.4.
